Source: PubChem (The Scripps Research Institute Molecular Screening Center)
PLC-gamma1 inh: inhibitors of human phospholipase C gamma1; P19174; purified PLC-gamma1, fluorogenic substrate, fluorescence; inhibition, % at 12.2 µM; actives 0.84% (n = 370,000); in the data active means inhibition above about 9.5%
ADAM17 inh: inhibits human ADAM17. P78536. recombinant ADAM17, EDANS/DABCYL FRET peptide cleavage. inhibition, % at 6.95 µM. AID 720648. actives 0.83% (n = 370,000);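 active means inhibition above the mean of compounds lying between control limits plus 3 SD, set per campaign, cut at about 8.5% in these data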;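 further: 0% = DMSO-only wells as the low control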
proKLK7 act: activates the human kallikrein-7 zymogen | P49862 | purified proKLK7, EDANS-DABCYL substrate fluorescence; 100% is mature enzyme control, 0% vehicle | activation, % at 7 µM | actives 0.9% (n = 370,000);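 active means activation above the mean of all tested compounds plus 3 SD, computed per campaign excluding outliers beyond control limits, cut at about 13% in these data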
Target sequence (P49862 whole entry, looked up): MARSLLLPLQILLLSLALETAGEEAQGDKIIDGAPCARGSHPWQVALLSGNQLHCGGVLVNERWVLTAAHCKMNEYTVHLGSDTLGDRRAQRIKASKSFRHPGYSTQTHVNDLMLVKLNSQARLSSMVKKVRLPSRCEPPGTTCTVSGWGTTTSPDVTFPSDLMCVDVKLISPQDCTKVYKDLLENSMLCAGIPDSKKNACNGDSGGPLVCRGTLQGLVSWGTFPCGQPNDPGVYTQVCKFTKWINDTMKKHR
DDE Tn7 FP inh: disrupts Tn7 cyclic peptide binding to fibrin D-Dimer-E complex; AID 720508; FP displacement of FITC-Tn7 peptide from fibrin DD(E); 0% = median of compound wells per plate; inhibition, % at 8.3 µM; actives 0.13% (n = 370,000);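 active means inhibition above the mean of compounds falling within the control limits plus 3 SD of them, cut at about 14% in these data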;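 further: 0% = plate median of compound wells and 100% = 10 µM Aha-Tn7 peptide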
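system = human fibrin DD(E) protein | quantity = DD(E) 2 µM final | medium = Tris/NaCl/CaCl2 buffer, pH 7.8 | also added = labelled Tn7 tracer, 0.1 µM | compound dosing = single point at 8.3 µM | timing = compound with protein 10 min, then 3 h after probe, room temperature | signal = FP measurement | benchmarks = Aha-Tn7 high control | repeats = one replicate per compound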
PLCb3 inh: PLC-beta3 (human) inhibition, primary screen; Q01970; actives 0.18% (n = 370,000); Purified PLC-beta3, fluorogenic substrate, fluorescence; AID 720704; inhibition, % at 12.2 µM; in the data active means inhibition above about 11%;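 further: 0% = median of compound wells on plate and 100% = full blocker control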
MBD2 inh: inhibitors of human MBD2 binding to methylated oligonucleotide | inhibition, % at 4.4 µM | TR-FRET | actives 0.31% (n = 370,000); in the data active means inhibition above about 13%
Target sequence (Q9UBB5 whole entry, looked up): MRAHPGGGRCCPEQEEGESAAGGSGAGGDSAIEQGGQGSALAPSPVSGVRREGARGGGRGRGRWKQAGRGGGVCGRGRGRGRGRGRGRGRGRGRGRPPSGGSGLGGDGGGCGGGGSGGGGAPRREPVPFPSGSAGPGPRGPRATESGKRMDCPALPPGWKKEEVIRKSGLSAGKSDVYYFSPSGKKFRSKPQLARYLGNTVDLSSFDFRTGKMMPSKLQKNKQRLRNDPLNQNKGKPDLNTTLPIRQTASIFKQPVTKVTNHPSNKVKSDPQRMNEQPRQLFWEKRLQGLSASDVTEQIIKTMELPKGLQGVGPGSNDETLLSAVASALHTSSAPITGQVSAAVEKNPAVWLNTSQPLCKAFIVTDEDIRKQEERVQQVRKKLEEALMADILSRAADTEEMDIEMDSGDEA
ARFGAP1 inh: inhibits rat ARF GTPase activating protein 1; Q62848; Arfgap1-stimulated ARF1 GTP hydrolysis, GDP FP detection; inhibition, % at 16.5 µM; actives 0.26% (n = 360,000);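 active means inhibition above a per-plate limit, mean inhibition of low control wells plus 3 SD, cut at about 25% in these data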;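 further: 0% = DMSO wells with enzyme and 100% = wells lacking Arfgap1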
Target sequence (Q62848 1-136 limits assumed): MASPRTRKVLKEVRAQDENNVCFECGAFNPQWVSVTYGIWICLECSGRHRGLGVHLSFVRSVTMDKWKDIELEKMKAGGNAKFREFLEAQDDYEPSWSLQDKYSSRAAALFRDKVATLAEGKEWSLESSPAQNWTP
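Material: rat Arfgap1 catalytic domain, aa 1-136; also added: human ARF1(Δ1-17)-GTP substrate; compound dosing: one concentration, 16.5 µM, DMSO 1.26%; incubation: GTP hydrolysis reaction 2 h at 25 °C; measured by: Tracer-displacement fluorescence polarization with EDTA stop, 620/688 nm; evaluation: % inhibition from polarization; repeats: one replicate per compound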
ASAP1 inh: ASAP1 ArfGAP inhibition | inhibition, % at 16.5 µM | AID 624377 | actives 0.19% (n = 360,000) | ASAP1-stimulated ARF1 GTP hydrolysis, GDP FP detection | Q9ULH1; in the data active means inhibition above about 25%;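 further: 0% = vehicle with enzyme and substrate and 100% = no enzyme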
UHRF1 MBD2 ctr: human UHRF1 methylated DNA binding inhibitors; Q96T88; UHRF1 binding to methylated oligo, TR-FRET; inhibition, % at 4.4 µM; actives 0.75% (n = 370,000); in the data active means inhibition above about 21%;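 further: UHRF1 SRA domain binding a hemimethylated CpG hairpin DNA probe; 0% = median of test compound wells and 100% = reference inhibitor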
DDE Tn6 FP inh: disrupts Tn6 cyclic peptide binding to fibrin D-Dimer-E complex | P02675 | Fibrin DD(E) TRITC-Tn6 fluorescence polarization displacement | inhibition, % at 8.3 µM | actives 0.21% (n = 370,000) | AID 720509;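 active means inhibition above a per-campaign cutoff: mean of compounds within control limits plus 3 SD, cut at about 15% in these data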;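 further: 0% = median of all compound wells on the plate and 100% = blocking peptide control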
Starred values were filed as active, the others as inactive; nt = not tested or not shown.

SMILES	PLC-gamma1 inh	ADAM17 inh	proKLK7 act	DDE Tn7 FP inh	PLCb3 inh	MBD2 inh	ARFGAP1 inh	ASAP1 inh	UHRF1 MBD2 ctr	DDE Tn6 FP inh
CCCOc1ccc(-c2nc[nH]c2[N+](=O)[O-])cc1	1	2	0.1	-4	1	-3	-2	9	-2	-4
CCOc1cccc2cc(-c3csc(NC(=O)CCC(=O)N4CCC(C)CC4)n3)c(=O)oc12	-3	-1	0.1	-5	-10	-6	1	0	-3	10
COc1ccc2cc(S(=O)(=O)n3cnc(C)c3)ccc2c1	-1	-2	0.7	1	-1	8	-3	-9	3	-1
CCN(C(=O)CN1C(=O)COc2ccc(S(=O)(=O)N3CCOCC3)cc21)c1ccc(OC)cc1	0	3	0.1	7	-2	-5	-3	16	-1	-9
O=C(/C=C/c1ccccc1)N1CCC[C@H]1CO	0	-3	-0.2	1	2	-1	1	-11	-1	0
Cc1cc(C)n(-c2ccc(S(=O)(=O)N3CCCC3)cc2[N+](=O)[O-])n1	0	-1	-0.4	4	-6	-7	-1	-5	-2	14
O=C(Nc1ccc2c(c1)OCCO2)C(c1ccc(C(F)(F)F)cc1)n1c(=O)c(-c2cc3ccccc3[nH]2)nc2ccccc21 (stereo not given)	-201	-25	-0.5	2	-319	-3	10	7	-2	1
CN1CCN(C2=Cc3ccccc3Sc3cc(F)c(Cl)cc32)CC1	4	1	-0.1	4	2	-3	2	1	0	2
CCOc1ccc(NC(=O)N(C2CCCCCC2)C2CCN(C(C)=O)CC2)cc1	-1	-4	-0.6	9	1	1	7	13	3	1
C[C@@H]1CN=C2N(CCNC(=O)CCC3CCCCC3)[C@H](Cc3ccc(O)cc3)CN21	5	-3	-0.1	-6	4	3	-18	3	4	7
CNC(C#Cc1ccccc1)c1ccccc1C(F)(F)F (stereo not given)	0	-1	nt	0	4	11	nt	nt	0	3
COc1ccc(OC2OC3COC(c4ccco4)OC3C(O)C2NC(C)=O)cc1 (stereo not given)	0	3	0.5	4	2	-5	-5	9	0	0
O=C(NC1CCCC1)C(c1ccccc1)N(C(=O)c1csnn1)C1CCCC1 (stereo not given)	0	-4	-0.7	6	-1	-2	8	0	0	7
CC(=O)c1ccc(N2C(=NC(=O)C3CCCO3)SC3CS(=O)(=O)CC32)cc1 (stereo not given)	0	1	0.2	-6	-9	3	13	-1	5	-1
O=C(Cc1ccc([N+](=O)[O-])cc1)N1N=C(C2CC2)CC1(O)C(F)(F)F (stereo not given)	2	4	-0.1	2	4	-1	-7	-4	-1	11
COc1ccc([C@H]2CC(=O)C=C(c3cc4ccccc4s3)C2)cc1OC	-1	0	-0.6	-3	-1	1	2	2	-1	-6
O=C(COc1ccccc1)OCC(=O)c1ccc(S(=O)(=O)N2CCCCC2)cc1	2	2	-0.4	-1	-3	1	-6	3	-2	9
COc1cccc(NC(=O)C2C(c3ccccc3)C2(Cl)Cl)c1 (stereo not given)	-3	9.6*	0.8	4	-1	0	3	-1	-2	2
O=C(COC(=O)CN1C(=O)NC2(CCCC2)C1=O)Nc1ccccc1C(F)(F)F	0	3	0.0	3	-3	0	13	-15	-2	2
Cn1c(=O)cc(OCCCC(=O)Nc2cc(-c3ccncc3)ccn2)c2ccccc21	0	1	nt	4	0	-3	nt	nt	-4	-6
Cc1cccnc1CCNC(=O)c1ccc(OC2CCN(Cc3ccccn3)CC2)cc1	-1	-3	0.1	2	-12	9	20	9	8	-5
C=C(C)C(C)(C#CCN1CCCC1)OC(C)=O (stereo not given)	-1	-4	-0.1	-1	-3	-2	-1	-3	-1	6
CCOC(=O)Cc1nnc2c(Nc3ccc(Cl)cc3)nc3nonc3n12	-63	3	0.4	-4	-77	-1	1	-1	0	-8
COc1cc(C)c(Cl)cc1S(=O)(=O)n1cnc2ccccc21	0	4	-0.2	-3	-1	2	-4	-9	6	1
CCOc1ccccc1-c1nc(-c2ccc(NC(=O)c3ccc(Br)o3)cc2)no1	-1	-5	-1.2	7	-1	5	9	21	6	-5

(listing goes on)
SMILES	PLC-gamma1 inh	ADAM17 inh	proKLK7 act	DDE Tn7 FP inh	PLCb3 inh	MBD2 inh	ARFGAP1 inh	ASAP1 inh	UHRF1 MBD2 ctr	DDE Tn6 FP inh
Cc1nnc(SCc2nnc(-c3cccs3)o2)n1C1CCCCC1	0	-5	0.6	-4	-5	-3	12	-6	1	-1
COc1ccc(S(=O)(=O)Nc2cccc3c2O[C@H](CN(C)C(=O)Nc2c(C)noc2C)[C@@H](C)CN([C@H](C)CO)C3=O)cc1	0	-3	1.1	-6	7	1	4	9	2	-8
CN(C1CCCCC1)S(=O)(=O)c1ccc2c(c1)c(=O)c(C(=O)NCCN1CCCC1)cn2C	0	1	0.2	3	1	2	-11	-4	4	-9
CC(C)(C)OC(=O)C[C@H]1C/C=C\C[C@@H](CC(=O)NCCO)C(=O)N2CCC[C@H]2COC1=O	0	-3	0.0	2	0	-4	6	-9	-5	4
CCOC(=O)C1CCCN(C(=O)c2cc(S(=O)(=O)N(C)C)ccc2N2CCCC2)C1 (stereo not given)	-3	-5	0.3	1	-2	-6	-7	-2	0	-8
Cc1cc(NC(=O)CSc2nnc(Nc3ccccc3C)s2)no1	2	-5	-0.4	0	-3	-4	-2	2	-1	-1
CSc1cccc(NC(=O)CSc2nc3ccccc3o2)c1	2	6	0.6	-9	0	-4	4	11	3	-3
Cc1ccc2[nH]c(=O)c(CN3CCCCC3)c(-c3ccccc3)c2c1	-15	-16	1.4	5	-22	-9	2	-11	-5	-1
CCOc1ccc2[nH]c(C)c(CN3CCCCCC3)c(=O)c2c1	-8	-31	0.3	5	-19	4	-7	8	0	5
Cn1nc(C2CC2)cc1NC(=O)C1(C)CCN1C(=O)Cc1ccc(-c2ccccc2)cc1 (stereo not given)	-1	-2	0.2	-2	-1	3	0	0	0	1
COc1ccc(/C=N/Nc2snc(SC)c2C#N)cc1OC	-59	0	16*	-3	-82	3	20	12	-1	-10
Cc1cccc(C)c1-n1nnnc1C(c1ccnc2ccccc12)N1CCCN(C(=O)OC(C)(C)C)CC1 (stereo not given)	2	-3	0.7	3	2	-3	-19	3	0	3
O=C(COc1ccc(Cl)cc1Cl)OCn1nnc2ccccc2c1=O	-2	-5	-0.2	3	-2	3	7	11	8	2
COc1cc(C2NC(=S)NC3=C2C(=O)CCC3)ccc1O (stereo not given)	3	-3	0.0	-7	-3	4	7	-13	1	-4
COc1ccc(OC)c(NC(=O)NNC(=O)COc2ccc(F)cc2F)c1	0	-4	-0.1	1	-7	-5	6	-4	2	4
CC(C)C(=O)Nc1ccccc1-c1nc2ccccc2[nH]c1=O	-2	-6	-2.8	-1	-8	0	-5	-2	3	6
NS(=O)(=O)c1ccc(Nc2ccc([N+](=O)[O-])c3nonc23)cc1	-5	4	-0.3	-4	-4	-29	2	-4	-18	-1
NCCCCCc1nnc(SCc2ccc(Cl)cc2Cl)o1	0	-6	-0.1	0	-1	4	2	7	4	-5
CCOC(=O)N1CCN(S(=O)(=O)c2ccc(C)c(C)c2)CC1	0	-3	0.4	-5	1	1	-16	6	13	0
Cc1noc(C(=O)Nc2cccc(Cl)c2)c1Cl	-6	-8	-0.5	-1	-3	2	5	1	4	-2
COC(=O)C(Cc1cnc(Cl)s1)(C(=O)OC)c1ccc([N+](=O)[O-])cc1	3	-1	-0.5	2	5	-3	10	-11	-1	-3
O=[N+]([O-])c1ccc(P(=O)(Cc2ccccc2)c2ccccc2O)cc1 (stereo not given)	0	-2	0.4	1	-3	-4	-7	0	0	1
Cc1n[nH]c(C)c1S(=O)(=O)Nc1ccc2c(c1)OCCO2	2	-3	0.4	4	3	-3	-8	-9	0	4
CC(C)[C@@H](C)/C=C/[C@@H](C)[C@H]1CC[C@@H]2[C@]1(C)CCC1[C@]23C=C[C@]2(C[C@@H](O)CC[C@]12C)N(c1ccc(Br)cn1)O3 (stereo not given in full)	9.9*	3	0.8	1	-6	-1	0	-13	0	-4
c1ccc(-c2nc(NCc3ccco3)c3ccccc3n2)nc1	-5	-2	0.5	2	-1	-6	-6	-2	-14	-5
COc1ccc(NS(=O)(=O)c2ccc(N3CCCC3=O)cc2)cn1	3	-1	-0.3	4	-1	3	-11	-7	0	-7
Cc1cc(NCc2ccccn2)n2nc(C)c(-c3ccccc3)c2n1	-84	-9	-2.2	9	-114	-4	-3	-14	-4	13

Structures shown so far containing a halogen:
SMILES	PLC-gamma1 inh	ADAM17 inh	proKLK7 act	DDE Tn7 FP inh	PLCb3 inh	MBD2 inh	ARFGAP1 inh	ASAP1 inh	UHRF1 MBD2 ctr	DDE Tn6 FP inh
O=C(Nc1ccc2c(c1)OCCO2)C(c1ccc(C(F)(F)F)cc1)n1c(=O)c(-c2cc3ccccc3[nH]2)nc2ccccc21 (stereo not given)	-201	-25	-0.5	2	-319	-3	10	7	-2	1
CN1CCN(C2=Cc3ccccc3Sc3cc(F)c(Cl)cc32)CC1	4	1	-0.1	4	2	-3	2	1	0	2
CNC(C#Cc1ccccc1)c1ccccc1C(F)(F)F (stereo not given)	0	-1	nt	0	4	11	nt	nt	0	3
O=C(Cc1ccc([N+](=O)[O-])cc1)N1N=C(C2CC2)CC1(O)C(F)(F)F (stereo not given)	2	4	-0.1	2	4	-1	-7	-4	-1	11
COc1cccc(NC(=O)C2C(c3ccccc3)C2(Cl)Cl)c1 (stereo not given)	-3	9.6*	0.8	4	-1	0	3	-1	-2	2
O=C(COC(=O)CN1C(=O)NC2(CCCC2)C1=O)Nc1ccccc1C(F)(F)F	0	3	0.0	3	-3	0	13	-15	-2	2
CCOC(=O)Cc1nnc2c(Nc3ccc(Cl)cc3)nc3nonc3n12	-63	3	0.4	-4	-77	-1	1	-1	0	-8
COc1cc(C)c(Cl)cc1S(=O)(=O)n1cnc2ccccc21	0	4	-0.2	-3	-1	2	-4	-9	6	1
CCOc1ccccc1-c1nc(-c2ccc(NC(=O)c3ccc(Br)o3)cc2)no1	-1	-5	-1.2	7	-1	5	9	21	6	-5
O=C(COc1ccc(Cl)cc1Cl)OCn1nnc2ccccc2c1=O	-2	-5	-0.2	3	-2	3	7	11	8	2
COc1ccc(OC)c(NC(=O)NNC(=O)COc2ccc(F)cc2F)c1	0	-4	-0.1	1	-7	-5	6	-4	2	4
NCCCCCc1nnc(SCc2ccc(Cl)cc2Cl)o1	0	-6	-0.1	0	-1	4	2	7	4	-5
Cc1noc(C(=O)Nc2cccc(Cl)c2)c1Cl	-6	-8	-0.5	-1	-3	2	5	1	4	-2
COC(=O)C(Cc1cnc(Cl)s1)(C(=O)OC)c1ccc([N+](=O)[O-])cc1	3	-1	-0.5	2	5	-3	10	-11	-1	-3
CC(C)[C@@H](C)/C=C/[C@@H](C)[C@H]1CC[C@@H]2[C@]1(C)CCC1[C@]23C=C[C@]2(C[C@@H](O)CC[C@]12C)N(c1ccc(Br)cn1)O3 (stereo not given in full)	9.9*	3	0.8	1	-6	-1	0	-13	0	-4
